p47phox inh: p47phox/p22phox peptide binding inhibitors, primary screen, biochemical, uHTS, NADPH oxidase regulatory subunit | Neutrophil cytosol factor 1 (Homo sapiens), P14598 | fluorescence polarization, 2 h | inhibition, % at 24.7 µM | hit rate 0.53% among 220,000;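 also: 0% = p47phox with labelled peptide and 100% = labelled peptide alone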
Target sequence (P14598 whole entry, looked up): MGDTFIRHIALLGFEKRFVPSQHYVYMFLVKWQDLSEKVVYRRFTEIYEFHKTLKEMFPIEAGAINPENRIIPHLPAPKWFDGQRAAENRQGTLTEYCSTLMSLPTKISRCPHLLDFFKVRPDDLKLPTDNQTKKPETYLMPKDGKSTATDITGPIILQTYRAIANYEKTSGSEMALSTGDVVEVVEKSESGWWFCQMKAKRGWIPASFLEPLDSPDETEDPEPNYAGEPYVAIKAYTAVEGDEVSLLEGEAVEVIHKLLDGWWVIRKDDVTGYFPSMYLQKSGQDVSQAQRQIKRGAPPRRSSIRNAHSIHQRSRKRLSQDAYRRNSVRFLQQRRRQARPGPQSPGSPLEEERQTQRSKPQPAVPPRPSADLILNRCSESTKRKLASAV
KLK5 inh: human KLK5 protease inhibitors, primary screen, biochemical, 1536-well; inhibition, % at 5 µM; hit rate 0.59% among 210,000; AID 873, 2007; recombinant hK5, fluorogenic AMC substrate cleavage;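 active = inhibition of 40% or more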;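 also: 0% = enzyme controls without compound and 100% = no-enzyme blanks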
14-3-3 Bad inh: inhibitors of 14-3-3 zeta/Bad binding, primary screen, biochemical, TR-FRET, bovine 14-3-3 zeta; AID 781, 2007; TR-FRET 14-3-3zeta/Dy647-pBad peptide displacement, 1 h; hit rate 0.71% among 220,000; 14-3-3 protein zeta/delta (Bos taurus), P63103; inhibition, % at 21.7 µM;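 active = inhibition above about 70%, limit read from the data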;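 also: 0% = full 14-3-3 plus peptide FRET controls and 100% = background without 14-3-3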
Target sequence (P63103 whole entry, looked up): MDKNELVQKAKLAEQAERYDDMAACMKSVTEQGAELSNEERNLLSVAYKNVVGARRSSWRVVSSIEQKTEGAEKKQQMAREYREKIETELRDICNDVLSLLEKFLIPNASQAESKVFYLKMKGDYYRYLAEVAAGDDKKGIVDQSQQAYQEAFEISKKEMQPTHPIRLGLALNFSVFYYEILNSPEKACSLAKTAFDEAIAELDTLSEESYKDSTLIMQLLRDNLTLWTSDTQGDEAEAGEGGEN
KCC2 mod: KCC2 cotransporter modulators, thallium flux, primary screen, cell-based, HEK293 KCC2, FluoZin-2 fluorescence, MLSMR; Solute carrier family 12 member 5 (Homo sapiens), Q9H2X9; hit rate 2.2% among 190,000; B-score of Tl+ flux slope (higher = more flux/activation; lower = inhibition) at 10 µM; KCC2 cells, thallium flux FluoZin-2 fluorescence; AID 1456, 2008;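 active = thallium flux slope and its plate-corrected score both differing from the plate sample mean at a set confidence after two filtering rounds, in either direction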;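 also: slope of fluorescence scaled to starting intensity during 10 to 20 s after thallium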
Rad51 HR inh: human RAD51 strand exchange inhibitors, primary screen, biochemical, fluorescence | DNA repair protein RAD51 homolog 1 (Homo sapiens), Q06609 | hRad51 DNA strand exchange, fluorescence dequenching | inhibition, % at 10 µM | hit rate 0.085% among 200,000 | AID 1385, 2008;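 active = inhibition above 40% at the single screening dose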;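 also: 0% = DMSO control wells and 100% = blanks with heterologous ssDNA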
Target sequence (Q06609 whole entry, looked up): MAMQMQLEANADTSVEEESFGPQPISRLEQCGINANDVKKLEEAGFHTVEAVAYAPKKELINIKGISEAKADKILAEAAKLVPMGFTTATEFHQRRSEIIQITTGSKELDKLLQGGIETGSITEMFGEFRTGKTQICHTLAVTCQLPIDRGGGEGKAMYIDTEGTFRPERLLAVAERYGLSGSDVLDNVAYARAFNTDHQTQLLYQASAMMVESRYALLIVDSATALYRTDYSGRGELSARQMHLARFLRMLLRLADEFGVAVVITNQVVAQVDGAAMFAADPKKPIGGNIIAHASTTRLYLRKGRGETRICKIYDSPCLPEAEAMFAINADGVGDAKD
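Assay system: Human Rad51 nucleoprotein filaments preassembled on unlabelled ssDNA | Reagent: Donor/quencher-labelled 47-bp dsDNA substrate | Doses: One concentration, 10 µM final | Times: 37 °C 15-min filament assembly, 30-min compound preincubation, 15-min exchange | Technique: Fluorescein emission 520 nm, excitation 485 nm | Benchmarks: Plate control and blank wells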
EBV gp42 inh: Epstein-Barr virus gp42 inhibitors, primary screen, biochemical, uHTS, fluorescence polarization; Fluorescence polarization binding assay, mP read-out; Glycoprotein 42 (Epstein-Barr virus (strain AG876)), Q1HVG2; inhibition, % (tested at 21.74 µM); hit rate 0.42% among 220,000; in the data active = inhibition above about 50%
Furin inh: human furin inhibitors, primary screen, biochemical, fluorescence intensity | hit rate 0.061% among 220,000 | inhibition, % at 30 µM | purified furin, fluorogenic substrate cleavage | AID 463115, 2010; in the data active = inhibition above about 25%; also: inactives centre near -15
thrombin 1536: human alpha-thrombin inhibitors, primary screen, counter-screen for coagulation protease inhibitor project, biochemical, 1536-well, fluorogenic AMC substrate. Boc-VPR-AMC fluorogenic substrate cleavage. inhibition, % at 5 µM. Prothrombin (Homo sapiens), P00734. hit rate 0.26% among 220,000;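 active = inhibition at or above 40%; inactive = inhibition below 40%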;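 also: 0% = enzyme with no compound and 100% = wells without enzyme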
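signal = AMC fluorescence, 355/460 nm | material = human alpha-thrombin enzyme | control set = enzyme without compound as high, wells lacking enzyme as low | times = reaction at room temperature | read-out basis = percent inhibition scaled between no-compound controls and no-enzyme blanks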
eIF4E 4G PPI: eIF4E–eIF4G protein interaction inhibitors, primary screen, biochemical, uHTS, TR-FRET, eIF4GI fragment | Eukaryotic translation initiation factor 4E (Mus musculus) + Eukaryotic translation … | hit rate 0.37% among 220,000 | inhibition, % at 21.7 µM | TR-FRET eIF4E-eIF4GI(517-606) binding, 2 h;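 also: 0% = full FRET control wells and 100% = background wells lacking eIF4GI fragment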
* = called active by the depositor; · = not tested or not shown; [ ] = remark or other dose.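 The calls were made as follows, unless noted: active = inhibition above about 30% (limit read from the data); inactive = the rest.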 Outcome played no part in choosing rows, and some 4.7% of all compounds hit somewhere here.

Results follow in this order: KLK5 inh	eIF4E 4G PPI	EBV gp42 inh	KCC2 mod	Furin inh	p47phox inh	Rad51 HR inh	thrombin 1536	14-3-3 Bad inh
1: Cc1ccc(N2C(=O)C3CC(c4ccccc4)=C4C5C=CC(C6C(=O)N(c7ccc(C)cc7C)C(=O)C56)C4C3C2=O)c(C)c1 (stereo unspecified)
→ -4	1	-2	-0.1	-28[20 µM]	-1	-8	-9	7
2: COc1ccc(Cl)cc1NC(=O)CSc1nnc(COc2ccccc2)n1N
→ 4	4	5	-1.3	-18[20 µM]	-10	6	-4	3
3: Cc1c(NC(=O)COC(=O)c2cc(-c3cccc4ccccc34)nc3ccccc23)c(=O)n(-c2ccccc2)n1C
→ -8	3	-9	-1.2	-11	-50	-12	-2	3
4: Cc1ccc(CCNC(=O)CS(=O)Cc2nc(-c3cccc(C)c3)oc2C)cc1 (stereo unspecified)
→ -5	0	-10	·	-32	-11	6	-1	6
5: O=[N+]([O-])c1ccc(N2CCNCC2)cc1NCc1cccnc1
→ -10	-5[fluorescence artefact?]	-8	-0.0071	-6	-4	·	2	-7[fluorescence artefact?]
6: Cc1ccc2[nH]c(=O)c(CN(Cc3nnnn3C3CCCC3)C3CCCCC3)cc2c1
→ -14	13	-12	0.87	-30	-9	-7	5	9
7: NC(=O)CSc1nc2sc3c(c2c2ncnn12)CCCC3
→ -9	2[fluorescence artefact?]	-4	-0.98	-5	-26	2	1	-9[fluorescence artefact?]
8: COc1ccc(Nc2ncc3c(n2)CC(c2ccccc2)CC3=O)cc1 (stereo unspecified)
→ -3	6	-11	1.7	-17	-1	-5	1	8
9: CC1CCN(S(=O)(=O)c2ccc(NC(=O)CN3CCN(C)CC3)cc2)CC1
→ 3	-8	-1	·	-16	-9	-10	0	60
10: CCN(CC)c1ccc(NC(=O)COc2ccccc2C)cc1S(=O)(=O)Nc1ccccc1OC
→ -8	-5	-12	0.039	-20	-11	1	-6	3[fluorescence artefact?]
11: Cc1ccc(C)n1-c1ccc(N2CCOCC2)c([N+](=O)[O-])c1
→ 3	-2	-16	0.37	-10	-8	·	-2	2
12: Cc1ccc(-c2nn(-c3ccccc3)cc2/C=N/n2c(-c3ccncc3)n[nH]c2=S)cc1
→ 8	-3	-14	0.96	-26	-2	13	4	-1
13: COc1ccc(N/C=C\C(=O)c2ccc3c(c2)OCO3)cc1OC
→ -14	-6	-20	-0.37	-3	1	1	-5	-3
14: Clc1cccc(Cl)c1CNc1ccc(N2CCCC2)cc1
→ -15	12	1	-0.007	-5	-11	-7	0	25
15: COc1ccc(/C=N/N=C2/NC(=O)C(CC(=O)O)S2)cc1OCc1ccc(Cl)cc1Cl (stereo unspecified)
→ -3	0	7	0.17	-14	-6	2	-10	-1
16: O=C(O)C1CCCCC1C(=O)NCc1ccc2c(c1)OCO2 (stereo unspecified)
→ 4	-3	-3	0.53	-19	-5	-1	-6	11
17: CC(C)NC(=O)NNC(=O)c1cc(COc2cc(Cl)cc(Cl)c2)on1
→ 0	2	-17	-0.79	-16	-15	·	-15	7
18: CCOCCCNC(=O)CSc1nc2nc(C)c(Cc3ccccc3)c(C)n2n1
→ 23	-6	-9	1.4	-24	6	23	-3	-5
19: COC(=O)c1cc(COc2ccc3ccc(=O)oc3c2)c(C)o1
→ -23	-1	3	0.81	-31[20 µM]	3	-7	5	-4
20: Cc1oc(/N=C/c2ccc(O)cc2O)c(C#N)c1C
→ -1	1	46	-0.41	-27	-25	-28	6	-10

Entries 11 to 13 from above:
Results follow in this order: KLK5 inh	eIF4E 4G PPI	EBV gp42 inh	KCC2 mod	Furin inh	p47phox inh	Rad51 HR inh	thrombin 1536	14-3-3 Bad inh
11: Cc1ccc(C)n1-c1ccc(N2CCOCC2)c([N+](=O)[O-])c1
→ 3	-2	-16	0.37	-10	-8	·	-2	2
12: Cc1ccc(-c2nn(-c3ccccc3)cc2/C=N/n2c(-c3ccncc3)n[nH]c2=S)cc1
→ 8	-3	-14	0.96	-26	-2	13	4	-1
13: COc1ccc(N/C=C\C(=O)c2ccc3c(c2)OCO3)cc1OC
→ -14	-6	-20	-0.37	-3	1	1	-5	-3

(continued)
Results follow in this order: KLK5 inh	eIF4E 4G PPI	EBV gp42 inh	KCC2 mod	Furin inh	p47phox inh	Rad51 HR inh	thrombin 1536	14-3-3 Bad inh
21: O=C(Cn1cc(C(=O)c2ccco2)c2ccccc21)Nc1ccccc1
→ -7	-4	-35	·	-12[20 µM]	6	0	-3	14
22: Cc1nnc2ccc(N3CCN(c4ccccn4)CC3)nn12
→ -3	4[fluorescence artefact?]	-25	·	-29	6	-1	2	2
23: CCOC(=O)N1CCN(C(=O)c2ccc3c(=O)n(-c4ccc(OC)cc4OC)c(=S)[nH]c3c2)CC1
→ 2	3	-12	0.33	-14	5	·	-7	-12[fluorescence artefact?]
24: COc1ccc(CC(NC(C)=O)C(=O)NC2CCN(C(=O)C3CC3)CC2)cc1OC (stereo unspecified)
→ 8	2	-12	·	-7	0	-9	3	-1
25: Cc1ccccc1NS(=O)(=O)c1cc(C(=O)N2CCCC2)ccc1C
→ -7	6	-15	0.032	20[20 µM]	-6	2	4	4
26: COc1ccc(/C=C/C(=O)NCc2nc3ccccc3[nH]2)cc1OC
→ -3	1	1	0.047	-3	-4	0	-13	-13
27: O=C(NCc1ccco1)c1ccc(Oc2ccccc2)cc1
→ -11	-10	-6	-1.4	-6[20 µM]	-6	-5	-1	-12
28: COc1ccc(C(=O)CN2C(=O)NC3(CCCc4ccccc43)C2=O)cc1OC (stereo unspecified)
→ -6	3	-23	0.16	-22[20 µM]	-22	-9	5	1
29: Cc1nnc(C)n1/N=C/c1cccc(Oc2ccccc2)c1
→ -1	2	-17	-0.7	-26[20 µM]	0	-7	-6	10
30: CCOC(=O)CN1C(=O)S/C(=C/c2cc(C)n(-c3ccccn3)c2C)C1=O
→ -6	-17	1	·	-18[20 µM]	2	-5	4	-11
31: O=C(NC(=S)Nc1cccc2cccnc12)c1ccccc1
→ 5	0	3	·	-28[20 µM]	-4	7	4	-23
32: O=C(NCc1ccco1)c1nc2ncccn2n1
→ -7	2	-21	0.016	-12[20 µM]	-24	7	2	-3
33: CN(C(=O)CO/N=C/c1ccc(OC(F)F)cc1)C1CCS(=O)(=O)C1 (stereo unspecified)
→ -6	1	-5	0.46	-18	-2	-6	-8	-5
34: COc1ccc(C(=O)Nc2nc3ccccc3c(=O)[nH]2)cc1
→ 9	-2	-3	·	-36[20 µM]	3	-3	-3	0
35: Cc1cc(C)nc(CCNC(=O)c2cc(COc3ccc(F)cc3F)on2)n1
→ 13	-4	-1	·	-18	3	·	-3	-14
36: Cc1ccc(NC(=O)COc2ccc(S(=O)(=O)N3CCOCC3)cc2)cc1
→ -6	-18[fluorescence artefact?]	-11	0.65	11[20 µM]	-6	·	3	-5[fluorescence artefact?]
37: CN1CCN(C(=O)CCCOc2ccc(Cl)cc2Cl)CC1
→ -7	-15[fluorescence artefact?]	-27	1.2	-18	0	14	0	-4[fluorescence artefact?]
38: COC(=O)c1sc(SC)c2c1CC(C)(C)C/C2=N/O
→ -5	0	-6	-1.4	-16	-7	2	0	-2
39: CC1(C)CC(=O)C=C(NCCO)C1
→ -17	4	-18	0.7	-18	5	8	1	-4
40: CCN(CC)C(=O)c1ccc2nc(-c3ccccc3)c(-c3ccccc3)nc2c1
→ -12	3	-12	-2	-37	-5	10	-3	7

Of the compounds above, four have an aryl thioether with sulfur outside any ring:
Results follow in this order: KLK5 inh	eIF4E 4G PPI	EBV gp42 inh	KCC2 mod	Furin inh	p47phox inh	Rad51 HR inh	thrombin 1536	14-3-3 Bad inh
2: COc1ccc(Cl)cc1NC(=O)CSc1nnc(COc2ccccc2)n1N
→ 4	4	5	-1.3	-18[20 µM]	-10	6	-4	3
7: NC(=O)CSc1nc2sc3c(c2c2ncnn12)CCCC3
→ -9	2[fluorescence artefact?]	-4	-0.98	-5	-26	2	1	-9[fluorescence artefact?]
18: CCOCCCNC(=O)CSc1nc2nc(C)c(Cc3ccccc3)c(C)n2n1
→ 23	-6	-9	1.4	-24	6	23	-3	-5
38: COC(=O)c1sc(SC)c2c1CC(C)(C)C/C2=N/O
→ -5	0	-6	-1.4	-16	-7	2	0	-2

Further records:
Results follow in this order: KLK5 inh	eIF4E 4G PPI	EBV gp42 inh	KCC2 mod	Furin inh	p47phox inh	Rad51 HR inh	thrombin 1536	14-3-3 Bad inh
41: COC(=O)c1sccc1NC(=O)CSc1ccccc1NC(=O)CNC(C)C
→ -12	2	4	1.3	-19	-1	23	-2	-13
42: CCOC(=O)CCC(=O)OCC(=O)NC(C)C1CC2CCC1C2 (stereo unspecified)
→ -2	-4	-11	·	-8	8	-2	-8	6[fluorescence artefact?]
43: CCc1cccc(C)c1NC(=S)N1CCCC1C(=O)O (stereo unspecified)
→ -4	2	1	0.18	-17	3	-4	-11	-8
44: O=C(CCN1CCN(Cc2ccccc2)CC1)Nc1ccc(OCc2ccccc2)cc1
→ -16	-9	-29	-0.25	-14[20 µM]	-2	1	2	1
45: Cc1cc(C(=O)COC(=O)C2=NN(c3ccccc3)C(=O)CC2)c(C)n1CC(F)(F)F
→ -8	5	-6	-0.62	-9	-2	12	1	-8
46: c1ccc2c(CNCCN3CCOCC3)cccc2c1
→ 0	-3	-17	-0.18	-21	-2	3	-4	40
47: O=C(NCCc1ccccc1)C(=O)N/N=C/c1ccccc1C(F)(F)F
→ -4	-2[fluorescence artefact?]	1	·	-19[20 µM]	-17	-4	5	2[fluorescence artefact?]
48: O=C(N/N=C/c1cccnc1)c1ccccc1[N+](=O)[O-]
→ -16	6	-18	0.43	-13	-2	·	-1	0
49: COc1ccc(Nc2nc(Cl)nc(NCc3ccco3)n2)cc1
→ -25	0[fluorescence artefact?]	0	1.6	-26[20 µM]	-9	7	-2	11
50: C/C(=N/NS(=O)(=O)c1ccc(C)cc1)[C@H]1C[C@@H]1c1ccccc1
→ 0	-8	-14	-1.3	-23	-3	2	-1	0
51: CCOC(=O)c1[nH]c2ccccc2c1NC(=S)Nc1ccccc1C
→ -7	-5[fluorescence artefact?]	5	0.15	-7	1	·	6	-8
52: N=c1ccn(Cc2ccc(Cl)cc2)cc1
→ -6	-11	-15	·	-20[20 µM]	-4	·	1	3

Single values from the list.
CCOC(=O)c1[nH]c2ccccc2c1NC(=S)Nc1ccccc1C – 14-3-3 Bad inh = -8
COC(=O)c1sccc1NC(=O)CSc1ccccc1NC(=O)CNC(C)C – 14-3-3 Bad inh = -13
COc1ccc(Nc2nc(Cl)nc(NCc3ccco3)n2)cc1 – EBV gp42 inh = 0
Cc1cc(C(=O)COC(=O)C2=NN(c3ccccc3)C(=O)CC2)c(C)n1CC(F)(F)F – thrombin 1536 = 1
O=C(CCN1CCN(Cc2ccccc2)CC1)Nc1ccc(OCc2ccccc2)cc1 – 14-3-3 Bad inh = 1

Compound activity (PubChem BioAssay)
